DAX1 inh-1 = DAX1 (NR0B1) inhibitors on StAR promoter, primary screen, cell-based, luminescence, SF-1 (NR5A1), full-length DAX-1; AID 652010, 2013; HEK293T StAR-luciferase reporter, SF-1/DAX-1 repression relief; inhibition, % at 6.8 µM; 1.1% of 370,000 active;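 active = inhibition above the mean over all tested compounds plus 3 SD, cut at about 3.6% in these data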;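 note: 0% = DAX-1 cells with DMSO and 100% = cells lacking DAX-1 with DMSO; higher inhibition means more luminescence from relief of DAX-1 repression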
hgDAF12 agonist = H. glycines DAF-12 receptor agonists, primary screen, cell-based, luminescence, HEK293, GAL4 fusion, UAS-luciferase | Nuclear hormone receptor DAF-12 (Heterodera glycines), GAL4 fusion | HEK293 GAL4-hgDAF12 UAS-luciferase reporter, agonist luminescence; normalized to butyrate control | activation, % at 6.8 µM | 1.8% of 370,000 active;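 active = activation above a cutoff set at the mean of all screened compounds plus 3 SD, cut at about 10% in these data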;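 note: 0% = DMSO wells and 100% = sodium butyrate wells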
NPR2 activator = human GC-B receptor activators, primary screen, HEK293 GC-B cells, cGMP TR-FRET, EC30 CNP. AID 1920062, 2024. 0% at EC30 CNP, 100% saturating CNP. 0.11% of 370,000 active. activation, % at 10 µM;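 active = activation at 10 µM reaching about 35% in either raw or pattern-adjusted values, limit read from the data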
Target sequence (P20594 whole entry, looked up): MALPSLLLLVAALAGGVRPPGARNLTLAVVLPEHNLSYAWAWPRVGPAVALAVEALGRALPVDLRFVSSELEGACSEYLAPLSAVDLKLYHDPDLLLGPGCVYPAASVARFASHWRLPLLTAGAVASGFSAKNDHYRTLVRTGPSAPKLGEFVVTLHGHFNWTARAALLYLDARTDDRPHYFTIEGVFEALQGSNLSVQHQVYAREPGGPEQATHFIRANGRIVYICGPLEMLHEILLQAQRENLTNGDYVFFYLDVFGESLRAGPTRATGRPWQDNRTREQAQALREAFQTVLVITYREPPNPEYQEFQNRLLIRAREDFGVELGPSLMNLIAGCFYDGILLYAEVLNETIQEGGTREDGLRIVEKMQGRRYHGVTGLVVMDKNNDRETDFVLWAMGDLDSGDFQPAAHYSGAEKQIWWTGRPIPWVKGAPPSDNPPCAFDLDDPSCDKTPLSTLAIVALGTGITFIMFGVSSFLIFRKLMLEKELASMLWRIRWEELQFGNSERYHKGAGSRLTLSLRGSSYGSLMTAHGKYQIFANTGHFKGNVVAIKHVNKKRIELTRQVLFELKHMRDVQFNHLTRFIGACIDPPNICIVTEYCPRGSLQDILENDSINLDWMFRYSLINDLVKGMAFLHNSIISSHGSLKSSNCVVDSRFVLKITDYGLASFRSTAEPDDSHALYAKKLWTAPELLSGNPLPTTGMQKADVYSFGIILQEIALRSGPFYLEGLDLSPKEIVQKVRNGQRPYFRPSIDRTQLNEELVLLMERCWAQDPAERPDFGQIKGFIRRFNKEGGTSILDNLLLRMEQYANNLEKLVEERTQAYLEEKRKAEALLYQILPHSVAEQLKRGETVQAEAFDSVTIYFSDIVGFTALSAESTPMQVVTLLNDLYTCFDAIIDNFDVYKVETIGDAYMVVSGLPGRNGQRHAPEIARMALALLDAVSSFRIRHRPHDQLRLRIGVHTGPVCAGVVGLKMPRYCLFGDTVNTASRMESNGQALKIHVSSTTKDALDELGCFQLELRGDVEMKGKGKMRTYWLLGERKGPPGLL
FXN GAA850 act = FXN promoter activators, primary screen, cell-based, luciferase luminescence, HEK293 lucGAA850 | HEK293 lucGAA850 FXN promoter luciferase reporter, 24 h; percent of 10 µM SAHA response | activation, % at 6 µM | 0.56% of 360,000 active | AID 540364, 2011;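 active = activation above the average of all compounds screened plus 3 SD, cutoff fixed separately per campaign, cut at about 7.5% in these data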;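 note: 0% = DMSO wells and 100% = 10 µM SAHA wells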
hcDAF12 agonist = H. contortus DAF-12 nuclear receptor activators, primary screen, cell-based, luminescence, HEK293, lit1-tk-luc reporter; 1.4% of 370,000 active; HEK293 hcDAF-12 lit1-tk-luc reporter; 0% DMSO, 100% Δ7-dafachronic acid; activation, % at 6.8 µM;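 active = activation above the mean of all tested compounds plus 3 SD, cut at about 5.5% in these data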;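 note: 100% = response to 3 µM Δ7-dafachronic acid high control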
ssDAF-12 act = S. stercoralis DAF-12 nuclear receptor activators, primary screen, cell-based, luminescence, HEK293, GRIP1 co-expression, lit1-tk-luc. Nuclear hormone receptor DAF-12 (Strongyloides stercoralis). HEK293 ssDAF-12/GRIP1 lit1-tk-luc reporter; % of 3 µM dafachronic acid response. activation, % at 6.8 µM. 1% of 370,000 active. AID 652126, 2013;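 active = activation above the mean over all tested compounds plus 3 SD, cut at about 0.9% in these data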;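 note: 0% = DMSO-only wells and 100% = 3 µM delta7-dafachronic acid wells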
SMARCA2 act = SMARCA2 (BRM) function activators, primary screen, cell-based, luminescence, high throughput. activation, % at 9.1 µM. MG213 cells, MMTV-luciferase reporter, dexamethasone, overnight. 1% of 370,000 active; in the data active = activation above about 7.8%;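 note: 0% = vehicle wells and 100% = reference activator wells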
sPLA2-III inh = human group III sPLA2 inhibitors, primary screen, biochemical, QFRET, BODIPY PC-A2 liposome substrate; 0.56% of 370,000 active; inhibition, % at 12.2 µM; QFRET BODIPY PC-A2 liposome hydrolysis, fluorescence; AID 743126, 2013;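 active = inhibition above mean plus 3 SD of compounds lying within the high and low control bounds, cut at about 19% in these data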;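 note: 0% = median of test compound wells and 100% = no enzyme DMSO wells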
NPR1 activator = GC-A stimulated cGMP production enhancers – HEK293 GC-A cells, cGMP TR-FRET, EC30 ANP, primary screen | Atrial natriuretic peptide receptor 1 (Homo sapiens), P16066 | 0% at EC30 ANP, 100% saturating ANP | activation, % at 10 µM | 0.14% of 370,000 active | AID 1671463, 2021; in the data active = activation above about 40%
DAX1 inh-2 = DAX1 (NR0B1) inhibitors, primary screen, cell-based, HEK293, Gal4-DAX1, luciferase luminescence | HEK293 Gal4-DAX1 luciferase reporter | inhibition, % at 6.75 µM | AID 504766, 2011 | 0.99% of 340,000 active | Nuclear receptor subfamily 0 group B member 1 (Homo sapiens), P51843;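 active = inhibition above the mean over all tested compounds plus 3 SD, cut at about 4.2% in these data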;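 note: 0% = DAX1-transfected cells with DMSO and 100% = empty-vector control cells with DMSO; inhibition shows as a rise in luminescence from relieved DAX1 repression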
KLK7 zymogen act = proKLK7 zymogen activators, primary screen, biochemical, fluorescence intensity; purified proKLK7, EDANS-DABCYL substrate fluorescence; 100% is mature enzyme control, 0% vehicle; activation, % at 7 µM; 0.9% of 370,000 active; AID 652039, 2013;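 active = activation above the mean of all tested compounds plus 3 SD, computed per campaign excluding outliers beyond control limits, cut at about 13% in these data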
* = called active by the depositor.

For CCOC(=O)N1CCN(CC(O)c2c[nH]c3ccccc23)CC1 (stereo not given) the results were DAX1 inh-1 0.0, hgDAF12 agonist 2.8, NPR2 activator -2, FXN GAA850 act -0.7, hcDAF12 agonist 4.2, ssDAF-12 act 0.2, SMARCA2 act 0, sPLA2-III inh -13, NPR1 activator 3, DAX1 inh-2 -2.3 and KLK7 zymogen act 0.2.
`CC1(C)CC[C@]2(C(=O)O)CC[C@]3(C)C(=CC[C@@H]4[C@@]5(C)CC[C@H](O)C(C)(C)[C@@H]5CC[C@]43C)[C@@H]2C1` gave DAX1 inh-1 0.5, hgDAF12 agonist -0.8, NPR2 activator 2, FXN GAA850 act 2.2, hcDAF12 agonist -0.7, ssDAF-12 act -1.0, SMARCA2 act -2, sPLA2-III inh 8, NPR1 activator 1, DAX1 inh-2 0.6 and KLK7 zymogen act 0.3.
c1csc(CNc2nc(-c3cccs3)nc3ccccc23)c1 was read as DAX1 inh-1 -1.1, hgDAF12 agonist -0.7, NPR2 activator 7, FXN GAA850 act 0.6, hcDAF12 agonist -0.8, ssDAF-12 act -1.8, SMARCA2 act -4, sPLA2-III inh -24, NPR1 activator 8, DAX1 inh-2 0.1 and KLK7 zymogen act 0.4.
Screening CCC(CC)C(=O)Nc1ccccc1NC(C)=O returned DAX1 inh-1 -0.7, hgDAF12 agonist -0.9, NPR2 activator 3, FXN GAA850 act 2.7, hcDAF12 agonist -2.1, ssDAF-12 act -1.8, SMARCA2 act 3, sPLA2-III inh 3, NPR1 activator 0, DAX1 inh-2 -0.4 and KLK7 zymogen act 0.0.
`O=C(Cc1ccc(Br)cc1)N1CCCCCC1` gave DAX1 inh-1 1.6, hgDAF12 agonist 6.6, NPR2 activator 7, FXN GAA850 act 7.1, hcDAF12 agonist 0.2, ssDAF-12 act 0.0, SMARCA2 act -2, sPLA2-III inh 0, NPR1 activator 3, DAX1 inh-2 3.1 and KLK7 zymogen act 0.3.
O=C1CCC/C=C\C[C@@H](CC(=O)N(CCO)Cc2ccccc2)C(=O)N[C@H](Cc2c[nH]c3ccccc23)CO1 was read as DAX1 inh-1 -2.0, hgDAF12 agonist -0.1, NPR2 activator 3, FXN GAA850 act -2.0, hcDAF12 agonist -0.2, ssDAF-12 act -0.8, SMARCA2 act -3, sPLA2-III inh -44, NPR1 activator 0, DAX1 inh-2 -1.1 and KLK7 zymogen act 0.9.
`CC(=O)N1CCc2cc(S(=O)(=O)NCCC3=CCCCC3)ccc21` gave DAX1 inh-1 -2.7, hgDAF12 agonist -7.4, NPR2 activator 2, FXN GAA850 act 0.6, hcDAF12 agonist -4.1, ssDAF-12 act -1.7, SMARCA2 act -6, sPLA2-III inh -7, NPR1 activator 1, DAX1 inh-2 -3.0 and KLK7 zymogen act 0.5.
O=C(NC1CC2CCCC(C1)N2C(=O)Nc1ccccc1Cl)C1CC1 (stereo not given) was read as DAX1 inh-1 0.1, hgDAF12 agonist -0.7, NPR2 activator 3, FXN GAA850 act 0.5, hcDAF12 agonist -1.8, ssDAF-12 act -0.8, SMARCA2 act -3, sPLA2-III inh 2, NPR1 activator 0, DAX1 inh-2 1.1 and KLK7 zymogen act -0.1.
For O=C(c1ccco1)N1CCC(Oc2cccnc2)CC1 the results were DAX1 inh-1 0.2, hgDAF12 agonist 0.6, NPR2 activator -3, hcDAF12 agonist -1.9, ssDAF-12 act -1.1, SMARCA2 act -1, sPLA2-III inh 0, NPR1 activator 2 and KLK7 zymogen act -0.1.
Screening CCCCn1c(N)c(N(C)C(=O)c2ccccc2Oc2ccccc2)c(=O)[nH]c1=O returned DAX1 inh-1 0.1, hgDAF12 agonist 0.2, NPR2 activator -1, FXN GAA850 act 1.2, hcDAF12 agonist -1.7, ssDAF-12 act -0.4, SMARCA2 act -4, sPLA2-III inh 1, NPR1 activator -2, DAX1 inh-2 0.7 and KLK7 zymogen act -0.1.
Screening CCC(=O)N1CCc2cc(S(=O)(=O)N(C)c3ccc(OC)cc3OC)ccc21 returned DAX1 inh-1 -0.3, hgDAF12 agonist 0.2, NPR2 activator 7, FXN GAA850 act 1.4, hcDAF12 agonist -1.6, ssDAF-12 act -1.2, SMARCA2 act -1, sPLA2-III inh 5, NPR1 activator -3, DAX1 inh-2 0.6 and KLK7 zymogen act -0.4.
`COCCC(=O)N1CCC(Oc2ccc(C(=O)N3CCCCCCC3)cc2)CC1` gave DAX1 inh-1 -0.5, hgDAF12 agonist -1.7, NPR2 activator 3, FXN GAA850 act 1.0, hcDAF12 agonist -1.2, ssDAF-12 act -1.1, SMARCA2 act 0, sPLA2-III inh 1, NPR1 activator -2, DAX1 inh-2 -0.4 and KLK7 zymogen act -0.2.
Cc1nc2ccccc2nc1N/N=C/c1ccc(O)cc1O was read as DAX1 inh-1 -1.2, hgDAF12 agonist 1.3, NPR2 activator -2, FXN GAA850 act 1.0, hcDAF12 agonist 0.9, ssDAF-12 act -1.9, SMARCA2 act 0, sPLA2-III inh -3, NPR1 activator -3, DAX1 inh-2 -0.7 and KLK7 zymogen act -0.8.
Screening O=C(NCCc1c[nH]c2ccccc12)Nc1ccccc1 returned DAX1 inh-1 -1.4, hgDAF12 agonist -0.9, NPR2 activator -5, FXN GAA850 act 2.3, hcDAF12 agonist -2.1, ssDAF-12 act -1.3, SMARCA2 act -1, sPLA2-III inh -49, NPR1 activator 0, DAX1 inh-2 -1.2 and KLK7 zymogen act 0.3.
CN(C)c1ccc(C=NNC(=O)c2cccc3ccccc23)c(Cl)c1 was read as DAX1 inh-1 -3.4, hgDAF12 agonist 4.5, NPR2 activator -2, FXN GAA850 act -3.1, hcDAF12 agonist -2.3, ssDAF-12 act -1.3, SMARCA2 act 0, sPLA2-III inh 1, NPR1 activator -3, DAX1 inh-2 -4.2 and KLK7 zymogen act -11.
`O=c1[nH]nc(CSCc2ccccc2Cl)[nH]1` gave DAX1 inh-1 0.6, hgDAF12 agonist -1.9, NPR2 activator 1, FXN GAA850 act 2.0, hcDAF12 agonist -0.1, ssDAF-12 act -1.2, SMARCA2 act -3, sPLA2-III inh 6, NPR1 activator 2, DAX1 inh-2 -1.2 and KLK7 zymogen act 0.1.
`c1ccc(-c2nnc(CN3CCC4(CC3)OCCO4)o2)cc1` gave DAX1 inh-1 -0.3, hgDAF12 agonist 1.0, NPR2 activator 3, FXN GAA850 act 2.0, hcDAF12 agonist 0.8, ssDAF-12 act -0.6, SMARCA2 act 3, sPLA2-III inh 1, NPR1 activator 4, DAX1 inh-2 0.8 and KLK7 zymogen act -0.1.
For CCc1c(C)sc(NC(=O)CCc2ccc(OC)cc2)c1C(N)=O the results were DAX1 inh-1 -0.8, hgDAF12 agonist -0.7, NPR2 activator -1, FXN GAA850 act 0.5, hcDAF12 agonist -0.5, ssDAF-12 act -1.2, SMARCA2 act 0, sPLA2-III inh -7, NPR1 activator 0, DAX1 inh-2 0.5 and KLK7 zymogen act -0.2.
Cc1cc(C)nc(N2CCC(C(=O)Nc3ccc4c(c3)OCO4)CC2)n1 was read as DAX1 inh-1 -0.1, hgDAF12 agonist 0.5, NPR2 activator -1, FXN GAA850 act -0.6, hcDAF12 agonist -2.5, ssDAF-12 act -1.1, SMARCA2 act -5, sPLA2-III inh 3, NPR1 activator -5, DAX1 inh-2 -1.0 and KLK7 zymogen act -0.2.
`COc1ccc(Br)c(C(=O)OCC(=O)N2CCC(Cc3ccccc3)CC2)c1` gave DAX1 inh-1 -1.1, hgDAF12 agonist 1.0, NPR2 activator -6, FXN GAA850 act 0.5, hcDAF12 agonist -0.7, ssDAF-12 act -1.1, SMARCA2 act -3, sPLA2-III inh -15, NPR1 activator 0, DAX1 inh-2 1.3 and KLK7 zymogen act 0.0.
CCC(=O)Nc1sc2c(c1C(=O)N(C)C)CCCCC2 was read as DAX1 inh-1 -0.7, hgDAF12 agonist -0.6, NPR2 activator 7, FXN GAA850 act 1.8, hcDAF12 agonist -0.8, ssDAF-12 act -1.3, SMARCA2 act -2, sPLA2-III inh -1, NPR1 activator 1, DAX1 inh-2 0.0 and KLK7 zymogen act 0.3.
For NC(=O)NC(=O)C(c1ccccc1)N1CCN(S(=O)(=O)Cc2ccccc2)CC1 (stereo not given) the results were DAX1 inh-1 0.3, hgDAF12 agonist -0.6, NPR2 activator -1, FXN GAA850 act 1.3, hcDAF12 agonist 0.2, ssDAF-12 act 0.2, SMARCA2 act -3, sPLA2-III inh 6, NPR1 activator 0, DAX1 inh-2 0.0 and KLK7 zymogen act 0.2.
`COC(=O)[C@H](NCc1ccc(OC)c(B(O)O)c1)C(C)C` gave DAX1 inh-1 -0.3, hgDAF12 agonist -2.8, NPR2 activator -2, FXN GAA850 act -0.5, hcDAF12 agonist -1.0, ssDAF-12 act -1.0, SMARCA2 act 2, sPLA2-III inh 10, NPR1 activator 1, DAX1 inh-2 -1.2 and KLK7 zymogen act 0.1.
Screening O=S(=O)(Cc1nc2ccccc2s1)c1ccccc1 returned DAX1 inh-1 3.3, hgDAF12 agonist 11*, NPR2 activator 0, FXN GAA850 act 3.4, hcDAF12 agonist 3.8, ssDAF-12 act -0.3, SMARCA2 act 5, sPLA2-III inh -11, NPR1 activator -2, DAX1 inh-2 1.3 and KLK7 zymogen act 0.1.
Screening CC(C)(C)OC(=O)NCc1ccc(CNC(=O)c2[nH]cnc2C(=O)N[C@@H](Cc2ccccc2)C(=O)OCc2ccccc2)cc1 returned DAX1 inh-1 -0.4, hgDAF12 agonist 0.4, NPR2 activator 2, FXN GAA850 act -0.8, hcDAF12 agonist 1.1, ssDAF-12 act -1.8, SMARCA2 act 1, sPLA2-III inh -10, NPR1 activator 0, DAX1 inh-2 -0.8 and KLK7 zymogen act 0.2.
Screening O=C(COC(=O)c1cc([N+](=O)[O-])ccc1N1CCOCC1)c1ccccc1 returned DAX1 inh-1 -2.4, hgDAF12 agonist 1.1, NPR2 activator 5, FXN GAA850 act 0.8, hcDAF12 agonist -2.4, ssDAF-12 act -0.7, SMARCA2 act -1, sPLA2-III inh 0, NPR1 activator 5, DAX1 inh-2 0.5 and KLK7 zymogen act -0.2.
